ARNT-TACC3 inh – disruptors of human ARNT/TACC3 interaction; Q9Y6A5; AlphaScreen His-ARNT PAS-B/GST-TACC3 binding, luminescence; TACC3 fragment carries E629A point mutation; inhibition, % at 9.99 µM; hit rate 0.66% among 390,000;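 active = mean inhibition of replicates at least 50% and at least half of replicates each reaching 50%; inconclusive = half or more replicates reach 50% but mean below 50%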;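 also: 0% = complete ARNT plus TACC3 wells and 100% = ARNT alone without TACC3; many hits fall short of the cut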
E-sel inducer – induces E-selectin expression in human endothelial cells | hit rate 0.37% among 260,000 | HUVEC E-selectin immunofluorescence imaging; normalized: neutral wells 0, TNF-alpha wells 100 | P16581 | AID 686992 | activation, % at 7.58 µM;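 active = mean E-selectin-positive cell signal at least 10% of the positive control, reached in at least 60% of replicates, without over 20% cell loss; inconclusive = no rule given, readout overlaps actives, possibly toxicity-flagged; inactive = the rest, including those meeting only one limit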;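 also: in these data hits start at about 27%; measured in HUVEC primary endothelial cells; signal is the percent of cells scored E-selectin positive by PE staining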
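System: HUVEC / Compound: single concentration / Signal: immunofluorescence imaging / Read-out: percent E-selectin-positive cells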
RAD52 anneal inh – RAD52 (human) annealing inhibition; recombinant RAD52 DNA annealing, FRET fluorescence; inhibition, % at 18.7 µM; hit rate 0.46% among 360,000; AID 651710;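 active = every replicate showing at least 50% inhibition; inconclusive = mean inhibition at least 50% but not in every replicate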
Target sequence (P43351 whole entry, looked up): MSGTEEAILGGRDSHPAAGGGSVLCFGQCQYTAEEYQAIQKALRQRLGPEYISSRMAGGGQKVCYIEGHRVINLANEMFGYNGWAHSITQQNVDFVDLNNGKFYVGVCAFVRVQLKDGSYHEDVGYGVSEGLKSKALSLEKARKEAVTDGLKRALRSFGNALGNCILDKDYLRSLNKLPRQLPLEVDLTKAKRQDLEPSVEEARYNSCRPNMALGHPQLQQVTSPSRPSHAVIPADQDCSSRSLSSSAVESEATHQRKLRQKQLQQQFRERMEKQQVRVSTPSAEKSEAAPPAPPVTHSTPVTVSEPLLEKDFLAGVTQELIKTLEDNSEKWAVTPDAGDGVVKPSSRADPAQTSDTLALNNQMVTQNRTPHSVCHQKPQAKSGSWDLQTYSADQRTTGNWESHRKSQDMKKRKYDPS
PglD DTNB – blocks C. jejuni PglD acetyltransferase activity | AID 602405 | hit rate 0.098% among 360,000 | inhibition, % at 12.5 µM | purified PglD enzyme, DTNB colorimetric CoA detection; in the data active = inhibition above about 16%, passing the limit was not always enough; inconclusive = no clear call, values can overlap the other calls; also: strong numbers were not always called active
ERp5 inh – inhibitors of human ERp5. Q15084. ERp5 insulin aggregation, absorbance 650 nm, 90 min. inhibition, % at 9.99 µM. hit rate 0.05% among 350,000;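 active = mean replicate inhibition above about 25%, with every replicate also reaching it, limit read from the data, passing the limit was not always enough; inconclusive = only one of those two criteria met; inactive = neither criterion met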
Target sequence (Q15084 whole entry, looked up): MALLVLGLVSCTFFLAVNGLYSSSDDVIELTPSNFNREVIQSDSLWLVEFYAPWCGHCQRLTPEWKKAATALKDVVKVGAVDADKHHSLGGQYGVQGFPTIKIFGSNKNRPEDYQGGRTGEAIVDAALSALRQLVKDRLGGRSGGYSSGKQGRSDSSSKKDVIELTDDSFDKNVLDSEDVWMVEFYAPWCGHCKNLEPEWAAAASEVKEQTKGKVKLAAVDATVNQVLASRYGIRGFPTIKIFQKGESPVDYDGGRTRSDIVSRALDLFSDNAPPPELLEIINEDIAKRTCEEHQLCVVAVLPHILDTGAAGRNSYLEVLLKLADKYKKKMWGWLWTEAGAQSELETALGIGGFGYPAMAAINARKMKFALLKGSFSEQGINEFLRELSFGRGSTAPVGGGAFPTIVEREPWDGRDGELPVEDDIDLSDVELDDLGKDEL
esBAF inh – inhibitors of esBAF chromatin remodeling in mouse ES cells. Bmi1-luciferase knock-in reporter, 24 h; 100% = twice the neutral-well signal. reporter increase, % at 12.5 µM. hit rate 2% among 350,000. AID 602393; in the data active = activation above about 40%; inconclusive = no clear call, values can overlap the other calls;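 also: 0% = median of the plate's neutral control wells and 100% = double that signal; a rise in the Bmi1 reporter signal indicates esBAF inhibition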
Casp6 inh – caspase-6 (human) enzyme inhibition | purified caspase-6, Z-VEID-R110 cleavage fluorescence | inhibition, % at 12.5 µM | hit rate 0.53% among 350,000 | AID 686996;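 active = mean inhibition across replicates at least about 35%, with every replicate also reaching that limit, limit read from the data; inconclusive = only one of the two criteria met; inactive = neither criterion met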;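 also: 0% = median of neutral control wells and 100% = no fluorescence left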
RAD54 branch – RAD54 (human) branch migration inhibition. RAD54 Holliday junction branch migration, FAM/BHQ fluorescence. inhibition, % at 10.4 µM. hit rate 0.14% among 360,000;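 active = mean normalized replicate activity at least 40 and at least half of replicates scoring 40 or more; inconclusive = only one of the two criteria met; inactive = mean below 40 and under half of replicates reaching 40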;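 also: 0% = median of neutral control wells and 100% = median of positive control wells; inhibitors cause a drop in the FAM fluorescence signal; in these data hits start at about 50%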
Active calls of the source: *; ? = inconclusive; . = no result given.

SMILES	ARNT-TACC3 inh	E-sel inducer	RAD52 anneal inh	PglD DTNB	ERp5 inh	esBAF inh	Casp6 inh	RAD54 branch
CCc1nnc(NS(=O)(=O)c2ccc(NCc3ccccc3O)cc2)s1	.	.	-12.2	3.9	3.5	-4.5	-1.1	-1.3
COC(=O)c1cc2c(c3c4cc(OC)ccc4n(S(=O)(=O)c4ccc(OC)cc4)c13)C(=O)N(Cc1ccco1)C2	.	-0.4	-21.4	.	1.6	.	0.2	.
CN(C)CCCOc1ccc(-c2cc3nc(NCc4cccnc4)n(C)c(=O)c3s2)cn1	.	-0.1	60.3*	-5.9	1.3	0.0	-20.6	45.8
O=C(NC1CCCCC1)N1CCc2ccccc21	.	.	-7.0	3.3	-3.2	40.0	-3.1	-3.9
C[C@@H]1CN([C@H](C)CO)C(=O)c2cc(C#CCN(C)C)cnc2O[C@H]1CN(C)C	0.5	0.0	2.7	0.8	1.3	4.2	-2.1	-7.0
O=C1CN(C(=O)c2ccccc2)C(c2ccc(F)cc2)c2cc(Br)ccc2N1 (centres undefined)	1.1	0.0	-16.6	6.1	-2.5	-4.5	5.1	15.1
CCC(/C=C1\Oc2ccc(OC)cc2N1C)=C\c1sc2ccccc2[n+]1CCCS(=O)(=O)[O-]	-1.7	.	-21.5	4.8	3.7	-6.6	-4.0	5.0
O=C(O)CN1C(=O)C2C3CC(C2C1=O)C1C(c2ccccc2)c2sc(=O)[nH]c2SC31 (centres undefined)	2.2	.	.	1.5	.	-12.0	.	-2.5
OCC[C@@H]1C[C@H](O)[C@@H](O)[C@]2(CCCO2)O1	0.1	0.2	-7.0	1.3	1.8	-6.4	0.4	3.4
O=C(CCCOc1ccc(Cl)cc1Cl)N1CCc2ccccc2C1	1.2	.	.	-1.4	.	0.8	.	2.3
Cc1ccnc2nc(C(=O)Nc3cc(Cl)ccc3N3CCOCC3)nn12	0.2	.	.	6.0	.	2.8	.	5.7
COc1ccc(C2NC(=S)NC(C)=C2C(=O)Nc2ccccn2)cc1 (centres undefined)	-9.3	.	-0.1	2.2	3.7	.	-0.2	6.3
CCCNC(=O)N1[C@H](CO)[C@@H]2c3ccccc3N(C(=O)Nc3ccc(F)cc3)C[C@@H]21	-1.5	3.5	0.2	1.7	1.1	5.9	1.9	2.8
CCOC(=O)c1c(NC(=O)CSc2nnnn2-c2ccccc2OCC)sc2c1CC(C)(C)NC2(C)C	11.2	-0.2	-0.7	-5.3	-2.5	-14.0	-3.2	-4.1
O=C(NCC1CCCO1)c1ccc(NS(=O)(=O)c2ccccc2)cc1 (centres undefined)	5.1	.	-11.8	.	2.7	-0.9	-1.8	.
CC(=O)OC1CCC2(C)C(CCC3C2CC(=O)C2(C)C3CC(C3CCCC3=O)C2C(C)=O)C1 (centres undefined)	-1.0	.	-5.8	2.5	1.5	-1.8	1.7	-0.4
CC(NC(=O)COC(=O)[C@@H]1CCCN1S(=O)(=O)c1ccccc1F)C12CC3CC(CC(C3)C1)C2 (some centres undefined)	0.4	1.2	.	-4.5	.	3.8	.	1.9
CCN(CC)c1nc2cc(OC)ccc2cc1C#N	-4.4	.	.	-4.6	.	4.2	.	1.4
CCOC(=O)c1c(NC(=S)Nc2ccccc2C)sc2c1CCC2	-7.3	.	-17.5	.	5.5	.	-0.9	.
CN(c1ccccc1)S(=O)(=O)c1cccc(NC(=O)CSc2nncn2C)c1	3.8	2.7	-9.0	-9.4	3.4	.	-1.4	-2.2
Nc1ccc(-c2sc(N)nc2-c2ccccc2)cc1	1.2	.	.	-1.1	.	-4.2	.	-13.1
C=CCOc1ccc2ccccc2c1CNn1cn[nH]c1=S	-1.5	-1.2	-13.2	0.6	2.4	-1.6	-2.5	-2.8
Cc1ccc(CN2CCN(Cc3cnc(C)[nH]3)CC2CCO)cc1 (centres undefined)	2.8	.	-0.7	5.8	-1.9	-2.4	-21.2	-11.3
COC(=O)C[C@@H]1C[C@H]2c3cc(NS(=O)(=O)c4cccc(OC)c4)ccc3O[C@H]2[C@H](CO)O1	0.3	-0.4	3.1	0.9	6.6	1.4	1.4	7.0
Cc1ccc(N(Cc2ccc(C(=O)Nc3c(C)n(C)n(-c4ccccc4)c3=O)cc2)S(C)(=O)=O)cc1C	6.4	.	-10.2	.	2.7	.	-0.8	.
COc1cc(OC)cc(C2=NC3(CCC(C)CC3)NC2=S)c1 (centres undefined)	10.5	.	-11.2	1.7	0.6	.	1.1	0.5
O=C(CC1NCCNC1=O)Nc1ccccc1 (centres undefined)	17.9	.	-17.2	.	2.3	.	-0.4	.
COc1ccc(C(=O)Nc2ccc3c(c2)OC[C@@H](C)NC[C@@H](C)[C@H](OC)CN(C)C3=O)cc1	-0.4	0.2	-1.1	1.6	-1.8	8.1	-4.8	-0.3
C[C@H]1CN([C@@H](C)CO)C(=O)Cc2cc(NC(=O)Nc3ccc(C(F)(F)F)cc3)ccc2O[C@H]1CN(C)S(=O)(=O)c1ccc(Cl)cc1	.	0.2	3.0	.	0.4	0.9	-0.4	.
Cc1[nH]c(C)c(S(=O)(=O)NCc2ccc(OC(C)C)cc2)c1C(=O)N1CCCC1	-6.8	6.0	-9.9	-2.2	5.7	-6.4	3.5	-1.8
C=CCC(=O)NC1CC(C)(C)Cc2c1cnn2-c1ccccc1C (centres undefined)	9.8	0.0	1.4	-3.3	5.0	10.0	-4.3	-11.8
Cc1ccccc1NC(=O)CS(=O)(=O)c1cn(CC(=O)N2CCOCC2)c2ccccc12	-2.9	?	2.1	.	-1.9	.	0.9	.
COc1ccccc1NS(=O)(=O)c1cc(NC(=O)c2ccc(Cl)nc2)ccc1Cl	-3.8	.	.	1.3	.	-12.0	.	-0.3
COc1ccc(CCNC(=O)CN2CCN(Cc3ccc(F)cc3)C2=O)cc1OC	1.4	0.1	-6.8	2.5	0.6	-6.5	-1.8	-5.3
Cc1ccc(S(=O)(=O)NCC(=O)OCc2ccccc2Br)cc1	9.3	.	-7.0	.	-2.7	-8.4	1.3	.
C[C@@H]1CCCCO[C@@H](CN(C)C(=O)NC2CCCCC2)[C@@H](C)CN([C@H](C)CO)C(=O)c2cc(NS(C)(=O)=O)ccc2O1	-6.0	.	.	2.9	.	-1.1	.	1.0
Cc1ccccc1NS(=O)(=O)c1nnc(NC(=O)c2ccc(Cl)cc2)s1	3.9	-1.0	14.1	-6.5	-1.3	0.7	-3.6	1.9
Cc1ccc(CCNC(=O)c2ccc(CS(=O)(=O)Cc3ccccc3F)o2)cc1	-6.1	.	.	2.5	.	2.0	.	1.9
Cc1noc(C)c1COc1ccccc1C(=O)NCc1ccccc1Cl	-5.3	-1.7	-9.4	-1.9	5.3	-3.8	4.0	8.3
CC1(C)NC(C)(C)/C(=C\c2cccs2)C(=O)C1=O	17.2	.	-8.1	.	0.1	.	1.1	.
CC[N+](CC)(CC)C/C=C/CN1CCCCC1	-9.1	0.8	-3.4	.	-2.0	.	-94.0	.
O=C(CSc1ncn[nH]1)NC1CC2CCC1C2 (centres undefined)	9.2	.	.	3.4	.	1.2	.	-8.5
CC1CC(NC2=NCCS2)CC(C)(C)C1 (centres undefined)	0.6	0.5	-19.1	.	0.9	.	1.0	.
Cc1cc(Cl)c2oc(C(=O)NCCN3CCOC3=O)c(C)c2c1	-1.1	.	-4.1	3.3	-3.8	4.7	2.2	8.3
CCc1ccc2[nH]c(O)c(N=NC3=NC(=O)CS3)c2c1	.	.	-0.9	8.4	-2.9	.	0.3	13.2
CCCCCN(C(=O)CCC(=O)OCCOc1ccccc1)c1c(N)n(CCCC)c(=O)[nH]c1=O	-5.8	.	-6.2	7.6	4.3	0.4	1.7	3.9
Cn1c(N)c(C(=O)COC(=O)c2cccc(S(=O)(=O)NCc3ccccc3)c2)c(=O)n(C)c1=O	1.1	8.5	-32.8	3.6	8.6	-0.4	1.2	-13.9
O=C(Oc1ccc2ccc(=O)oc2c1)c1ccccc1	-10.0	0.0	1.2	-0.3	1.3	3.0	0.2	-14.2
Cc1cc(C)c(OCC(=O)OCC(=O)NC2CCCCCCC2)c(C)c1	.	.	-3.7	-6.6	0.5	-7.7	-3.5	-6.8
O=C(N/N=C/c1ccc(O)c(Br)c1)c1cc2c(ccc3ccccc32)o1	.	-4.1	5.8	-2.7	7.0	0.5	4.2	9.2
Cc1ccc(C(=O)OC(C)C(=O)Nc2ccc(S(N)(=O)=O)cc2)cc1S(=O)(=O)N1CCOCC1 (centres undefined)	12.8	-0.3	-6.6	-4.6	-3.0	9.6	6.9	-19.5
COCCn1nnnc1C(c1ccccc1)N1CCN(Cc2ccc3c(c2)OCO3)CC1 (centres undefined)	-4.7	.	.	-8.0	.	-4.3	.	-7.1
Cc1ccc(S(=O)(=O)Nc2nc(C)cc(NN)n2)cc1	-1.7	.	-16.4	.	?	-2.5	-2.1	.
C=CCNC(=O)C1CCN(S(=O)(=O)CC)CC1	-3.0	.	.	5.8	.	2.3	.	-3.3
COc1ccccc1Oc1ccc(S(=O)(=O)N2CCN(C)CC2)cc1	29.5	.	2.3	.	-4.1	.	2.3	.
CCn1c(N2CCN(C(=O)c3ccco3)CC2)nc2ccccc21	-16.1	.	-20.7	-3.2	2.6	3.3	2.1	-10.1
Cc1nn(Cc2ccccc2)c(C)c1C(=O)NCCN1C(=O)S/C(=C\c2ccccc2)C1=O	3.3	.	-6.6	-4.9	2.9	.	0.6	-4.7
O=C(CN1C(=O)NC2(CCCC2)C1=O)OCc1ccccc1	.	-0.2	-15.0	1.6	-10.5	-2.8	-0.8	12.4
Cc1ccc(C(=O)N2C3=C(CCCC3)C(=O)NC23CCCCC3)cc1	-0.8	-0.1	-12.9	.	-1.7	.	2.5	.
COC(=O)c1ccccc1NCC(=O)c1ccc(OC)cc1	.	2.0	-16.3	1.0	2.9	22.1	6.5	-6.2

Four entries from above, sorted by the value under Casp6 inh, lowest first.
SMILES | Casp6 inh
CCn1c(N2CCN(C(=O)c3ccco3)CC2)nc2ccccc21 | 2.1
Cc1ccc(C(=O)N2C3=C(CCCC3)C(=O)NC23CCCCC3)cc1 | 2.5
COC(=O)c1ccccc1NCC(=O)c1ccc(OC)cc1 | 6.5
Cc1ccc(C(=O)OC(C)C(=O)Nc2ccc(S(N)(=O)=O)cc2)cc1S(=O)(=O)N1CCOCC1 (centres undefined) | 6.9

(next part)
SMILES	ARNT-TACC3 inh	E-sel inducer	RAD52 anneal inh	PglD DTNB	ERp5 inh	esBAF inh	Casp6 inh	RAD54 branch
CN(C)CC#Cc1ccc([C@@H]2[C@@H](CO)N3CCCCN(C(=O)Nc4ccccc4F)C[C@H]23)cc1	-1.6	-0.1	53.7*	3.8	-0.7	0.0	3.0	-13.2
Cc1ccc(S(=O)(=O)Nc2cccc3c2O[C@H](CN(C)Cc2ccc(C(=O)Nc4ccccc4N)cc2)[C@@H](C)CN([C@@H](C)CO)C3=O)cc1	.	0.0	-9.3	.	-0.7	.	-3.2	.
CC(O)c1nc2ccccc2n1CC(=O)N1CCN(c2ccccc2)CC1 (centres undefined)	8.4	.	-1.9	-2.3	3.3	-10.1	.	-5.4
CC(C)c1ccc(CN2CCC2(C)C(=O)Nc2cnc3ccccc3c2)cc1 (centres undefined)	.	-0.2	-4.5	-3.7	-5.5	5.1	-0.4	-6.2
COc1cc(C(=O)N2CCN(S(=O)(=O)c3ccc(C(C)C)cc3)CC2)ccc1OCC(=O)N1CCOCC1	0.9	.	-8.9	0.0	0.7	-4.5	1.4	1.8
Cc1ccc(C(=O)OCC(=O)NCCc2ccccc2)cc1C	-4.8	.	-10.8	0.7	10.7	0.4	3.9	0.9
